Compound activity (PubChem BioAssay)
KB-3-1 tox: kills parental KB-3-1 adenocarcinoma cells | KB-3-1 viability, CellTiter-Glo ATP luminescence, 72 h | Potency, µM (titrated, usually from 46.1 µM), for the others: top-dose activity change, negative = cytotoxic, usual class: cytotoxic | 400,000 tested, 1.4% active; further: potency means the concentration at half of the fitted maximal effect; on the % scale 0 is the no-effect control and ±100 the full control effect; nearly all actives have a fitted effect of over 60% in size
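72 h, 37 °C compound treatment of KB-3-1 parental cells; CellTiter-Glo added, 10 min, luminescence read. Data corrected against DMSO-only plates and normalized before curve fitting.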
HT1080 IDH1KD tx: HT-1080 IDH1 knockdown cell toxicity (counter line). HT-1080 IDH1 knockdown viability, ATP luminescence, 48 h. Potency, µM (doses to about 46.1 µM), for the others: top-dose activity, negative = toxicity, actives largely listed as cytotoxic. 360,000 tested, 2% active;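 further: potency means the concentration at half of the fitted maximal effect; 0% = DMSO wells and -100% = cell-free medium wells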
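Cytotoxicity counter-line: IDH1KD HT-1080, 48 h, CellTiter-Glo. Curves classed by r2, magnitude and activity.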
IL-1B inflam inh: inflammasome signaling inhibition, IL-1 beta readout | AID 743279 | THP-1 LPS/ATP IL-1B secretion, AlphaLISA, 16 h; hits give low values | activity change, % at 57.5 µM | 360,000 tested, 4.7% active; in the data active means activity change below about -50%; inconclusive means mostly about -30% to -49%; further: on the % scale 0 is the no-effect control and ±100 the full control effect
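Secreted IL-1B measured by AlphaLISA bead assay after 16 h compound exposure of THP-1 cells; compounds (final up to 57.5 uM) added 1 h before LPS (250 ng/mL) and ATP (1.25 mM) stimulation; lower signal means less secretion.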
HEK293 tox: cytotoxic in the GLP-1 receptor inverse agonist counter-screen; 410,000 tested, 0.13% active; HEK293 cAMP-luciferase reporter cells, luminescence, 24 h; Potency, µM (highest dose often 38.3 µM), without a hit: at the highest dose activity change, negative = inhibition, actives largely listed as inhibitors;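 further: loss of luciferase light is scored as toxicity; potency means the concentration at half of the fitted maximal effect; on the % scale 0 is the no-effect control and ±100 the full control effect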
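To flag toxic compounds, the library was rerun on cells for 24 hr at 37 deg C and 5% CO2. Viability-linked luminescence was captured 12 min after adding luciferase detection reagent.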
KB-V1 MDR tox: kills drug-selected multidrug resistant KB-V1 cells; Potency, µM (top dose mostly 46.1 µM), inactives show top-dose activity change, negative = cytotoxicity, hits mostly cytotoxic; 400,000 tested, 3.4% active; AID 1347076; KB-V1 MDR cells viability, CellTiter-Glo, 72 h; further: potency means the concentration at half of the fitted maximal effect; on the % scale 0 is the no-effect control and ±100 the full control effect; nearly all actives have a fitted effect of over 60% in size
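Cytotoxicity via CellTiter-Glo luminescence after 72 h compound exposure at 37 degrees C. Cells: drug-selected KB-V1 line, DMEM phenol-red free plus 10% FBS. Compounds tested at multiple concentrations; normalized data fitted to concentration-effect curves.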
SW480 rerep: inducers of DNA re-replication in SW480 colon cancer cells; SW480 DNA re-replication, Hoechst DNA content imaging, 48 h; Potency, µM (doses to about 46.1 µM), inactives show top-dose re-replication activation, most hits filed as activators; 340,000 tested, 1.8% active; AID 624297; further: potency means the concentration at half of the fitted maximal effect; % of control where 0% means no effect; nearly all actives have a fitted effect of over 55% in size
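250 cells/well; 23 nL cpd via pin tool; 48 hr, 37 C, 5% CO2; Hoechst 40 min; imager read of total nuclear intensity, ex 405/em 500-530 nm.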
HT1080NT lethal: kills 2HG-producing HT-1080-NT fibrosarcoma cells; HT-1080-NT fibrosarcoma viability, CellTiter-Glo ATP luminescence, 48 h; Potency, µM (doses to about 46.1 µM), without a hit: top-dose activity, negative = less viability, usual class: cytotoxic; 360,000 tested, 1.6% active;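 further: NT is the 2HG producing partner of a matched IDH1 knockdown line; potency means the concentration at half of the fitted maximal effect; 0% = DMSO-treated cells and -100% = media-only wells without cells; nearly all actives have a fitted effect of over 55% in size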
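Fibrosarcoma NT cells, 750 per well in 5% FBS RPMI, were exposed to compound for 48 hours. Viability: CellTiter-Glo luminescence.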
MCF10A rereplic: inducers of DNA re-replication in MCF 10A breast cells | MCF 10A DNA re-replication, Hoechst nuclear intensity, 48 h | Potency, µM (titrated, usually from 46.1 µM), for the others: at the highest dose activity, positive = re-replication, actives largely listed as activators | 350,000 tested, 2.9% active | AID 624296; further: potency means the concentration at half of the fitted maximal effect; % of control where 0% means no effect; nearly all actives have a fitted effect of over 50% in size
DRD3 agonist: D3 dopamine receptor (human) agonism; P35462; D3R DiscoveRx beta-arrestin cells, luminescence, 90 min; max activation, %; 410,000 tested, 0.58% active; AID 652048; in the data active means max activation above about 30%; further: 0% is about no effect; mostly tested at two doses, the higher about 12 µM
Target sequence (P35462 whole entry, looked up): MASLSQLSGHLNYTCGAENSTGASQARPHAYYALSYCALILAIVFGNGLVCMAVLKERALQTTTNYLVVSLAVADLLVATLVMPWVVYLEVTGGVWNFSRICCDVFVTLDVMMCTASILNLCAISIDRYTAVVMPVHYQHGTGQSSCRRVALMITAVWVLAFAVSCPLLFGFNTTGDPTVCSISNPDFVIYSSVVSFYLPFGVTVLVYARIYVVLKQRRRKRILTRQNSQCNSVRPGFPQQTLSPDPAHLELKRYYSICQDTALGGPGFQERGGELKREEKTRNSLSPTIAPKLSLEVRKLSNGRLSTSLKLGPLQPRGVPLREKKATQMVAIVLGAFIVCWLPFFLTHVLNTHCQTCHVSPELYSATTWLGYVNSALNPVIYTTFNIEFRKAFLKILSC
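Agonist mode: compounds and dopamine controls were applied to plated cells for 90 min at 37 degrees C after an overnight attachment at 1500 cells/well. Luminescent read-out followed 30 - 60 minutes at room temperature with DiscoveRx detection reagent.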
The depositor's hits bear a star; u = inconclusive; x = no result given; & = joins results of further samples; ! = repeats disagree; [ ] = remark or other dose. Unless noted, the call rests on the fitted dose curve; in most records, active means well fitted curve in the direction sought with a large enough effect; inconclusive means small, poorly fitted or top-dose-only effect, or another doubt; inactive means no such curve, though single readings can be large; an effect the other way counts as inactive or inconclusive.

Compound,DRD3 agonist,HT1080NT lethal,HT1080 IDH1KD tx,IL-1B inflam inh,HEK293 tox,MCF10A rereplic,SW480 rerep,KB-V1 MDR tox,KB-3-1 tox
COc1cccc(CNC2CCCc3ccccc32)c1OC (stereo not drawn),-2,0%,-6%,-3,4%,-3%,7%,u,-1%
COCCN1C[C@@H](CO)O[C@@H](n2cnc3c(NCc4ccc(F)cc4)ncnc32)C1,1,u,29%,10,2%,x,x,6%,0%
Cc1cc(Cl)ccc1-n1c(-c2cccnc2)n[nH]c1=S,-10,2%,-2%,-10,9%,4%,19%,3%,2%
Cc1ccccc1S(=O)Cc1ccc(C(=O)NC2CCN(Cc3ccccc3)CC2)o1 (stereo not drawn),-23,14%,1%,0,-1%,2%,-1%,-15%,-10%
O=C(c1cccs1)N1CC=C(c2ccccc2)CC1,2,2%,4%,-16,3%,4%,-5%,4%,-6%
O=C(COc1ccc(Cl)cc1)NCCCn1ccnc1,4,10%,1%,-3,-7%,3%,1%,-5%,21%
Cc1nc2ncnn2c(C)c1CCC(=O)N1CCCCC1,1,12%,4%,7,-6%,-1%,-5%,7%,4%
CCOCCCNC(=O)c1cn2c3c(ccc(Cl)c3c1=O)OC(C)C2 (stereo not drawn),-2,0%,10%,18,0%,-1%,3%,12%,3%
COC(=O)[C@@]12C[C@@H](CC(=O)NCCCN3CCCC3=O)C(=O)N(Cc3ccccc3)C1=CCC(C)(C)C2,4,14%,-2%,7,2%,x,x,-17%,14%
O=c1c2ccccc2cnn1Cc1cccc(Br)c1,-4,-11%,-8%,-26,18%,5%,3%,0%,7%
Cc1cc(Nc2nc3ccccc3nc2Cl)n(-c2ccccc2C)n1,-4,u,-16%,u,-20%,u,4%,-1%,-18%
Cc1cc(C)c(C(=O)OCC(=O)NC(=O)c2ccccc2)c(C)c1,0,6%,3%,0,-3%,0%,-7%,-2%,-4%
CC1(C)Cc2c(cnn2-c2ccc(F)cc2)C(NC(=O)C2=NNC(=O)CC2)C1 (stereo not drawn),2,27%,3%,29,-11%,9%,u,-20%,10%
CCOC(=O)c1csc(NC(=O)c2ccc3c(c2)OCCO3)n1,-5,-6%,-11%,-15,2%,5%,3%,u,-25%
CCn1c(SC(C)C(=O)O)nnc1-c1cccnc1 (stereo not drawn),-10,12%,11%,1,-2%,0%,-3%,6%,0%
CCN(CC)CCCNC(=O)C1c2ccccc2C(=O)N(C)C1c1ccc(OC)cc1 (stereo not drawn),-4,-5%,u,0,4%,u,-12%,u,0%
CCCCCCC(=O)Nc1ccc(C(=O)N/N=C/c2cccnc2)cc1,-5,23µM*,8.2µM*,8,1%,1%,-3%,6%,u
Cn1c(/C=C/c2cccc([N+](=O)[O-])c2)nc2ccccc2c1=O,2,2%,5%,-14,4%,-1%,0%,2%,2%
Cc1ccc(NC(=O)CCOc2ccccc2C)cc1F,-14,-19%,-2%,-17,-1%,15%,-5%,u,-3%
O=C(COC(=O)c1ccccc1O)NCc1ccccc1Cl,-3,4%,6%,-18,-11%,0%,3%,7%,-1%
CCCOC(=O)C1C2C=CC(C2)C1C(=O)OCC(=O)c1ccccc1 (stereo not drawn),12,18%,-5%,0,-5%,21%,4%,-28%,-17%
O=C(CCN1CCN(c2ccccc2)CC1)Nc1ccccc1F,34*,8%,-2%,-17,-3%,16%,-10%,-15%,-2%
CSCC(=O)N1CCCC(CNC(=O)c2ccc(-c3ccccc3)cc2)C1 (stereo not drawn),1,-10%,0%,-8,-4%,-8%,-9%,-10%,-1%
CCc1c(C)c2ccc(OCC(N)=O)cc2oc1=O,0,3%,6%,-13,-10%,7%,-4%,-7%,3%
CC(C)(C)c1ccc(-c2c(C(=O)O)c(C(=O)O)c3n2CSC3)cc1,3,-3%,-6%,30,26%,6%,-6%,-2%,0%

Next part, overlapping the part above by two compounds.
Compound,DRD3 agonist,HT1080NT lethal,HT1080 IDH1KD tx,IL-1B inflam inh,HEK293 tox,MCF10A rereplic,SW480 rerep,KB-V1 MDR tox,KB-3-1 tox
CCc1c(C)c2ccc(OCC(N)=O)cc2oc1=O,0,3%,6%,-13,-10%,7%,-4%,-7%,3%
CC(C)(C)c1ccc(-c2c(C(=O)O)c(C(=O)O)c3n2CSC3)cc1,3,-3%,-6%,30,26%,6%,-6%,-2%,0%
Cc1ccc2nc(-c3ccc(O)cc3)c(Nc3ccc4c(c3)OCO4)n2c1,-3,x,x,x,-17%,x,x,13%,-19%
CC(C)(CNCc1ccccc1)NS(=O)(=O)c1ccccc1,-23,-2%,-1%,-2,0%,u,-5%,x,x
Cc1nn(C(C)C(=O)Nc2ccc(C(C)C)cc2)c(=O)c2c1sc1ccccc12 (stereo not drawn),1,x,x,x,11%,x,x,-7%,4%
CCCCCOc1ccc(C(=O)NC(C(=O)O)C(C)C)cc1 (stereo not drawn),6,7%,7%,27,8%,u,1%,2%,6%
CCOC(=O)c1ccc(Cn2cnc3ccccc3c2=O)cc1,2,-2%,0%,31,4%,-7%,-7%,-28%,20%
CCN(C(=O)COC(=O)c1c(C)nn(-c2ccccc2)c1Cl)c1c(N)n(Cc2ccccc2)c(=O)[nH]c1=O,5,17%,11%,18,-3%,-2%,0%,7%,9%
COc1ccccc1CNC(=O)CSc1nnc2c(Cl)cc(C(F)(F)F)cn12,7,8%,19%,17,17%,-3%,3%,4%,0%
O=C(COC(=O)c1ccc(NS(=O)(=O)c2ccc3c(c2)OCCO3)cc1)NC1CC1,3,0%,-1%,16,4%,-1%,1%,u,3%
CSc1ncc(Cl)c(C(=O)Nc2ccc(S(=O)(=O)Nc3nccc(C)n3)cc2)n1,2&1,u,u,-20,-2%&-9%,10%,-7%,-5%&-2%,u
O=C(c1ccc(S(=O)(=O)Nc2ccccc2)cc1)N1CCCC(C(F)(F)F)C1 (stereo not drawn),3,3%,-2%,98,1%,-6%,11%,-10%,1%
CCCCn1[nH]c(-c2ccccc2)cc1=O,-16,-5%,-7%,0,1%,u,3%,3%,-1%
CCCNC(=O)C(Cc1ccc(C(F)(F)F)cc1)NC(=O)c1ccc(C#N)cc1 (stereo not drawn),1,3%,10%,-2,7%,u,-2%,5%,-4%
CCCn1c(SCc2nc(-c3ccccc3OCC)no2)nnc1-c1ccc(Cl)cc1,7,x,x,x,-14%,x,x,-18%,-22%
O=[N+]([O-])c1nc2ccccc2[nH]1,-3,22%,9%,42,u,1%,2%,18µM*,u
Cc1cc(C)c(C#N)c(N2CCCC(C(N)=O)C2)n1 (stereo not drawn),-1,0%,1%,13,-4%,22%,-4%,16%,7%
CCOc1ccccc1CNC(=O)C1=C(C)C(=O)OC12CCN(C(C)=O)CC2,2,x,x,x,17%,x,x,4%,8%
Cc1cc(C)cc(N=C2NC(=O)/C(=C/c3cccs3)S2)c1,-5,2%,0%,9,-30%,u,-102%[inhibitor],2%,2%
O=c1c2ccccc2nc(COc2ccccc2)n1/N=C/c1c[nH]c2ccccc12,14,16%,14%,8,0%,27%,2%,u,0%
COC(=O)[C@H](CC(C)C)NC(=O)Cn1cnc2c(NCc3ccccc3)ncnc21,-12,-1%,10%,0,-3%,-38%[inhibitor],-1%,7%,-28%
O=C(Nc1ccccc1C(=O)NCc1ccc(Cl)cc1)c1ccco1,-1,-8%,-12%,-12,-16%,19%,u,8.2µM*,-21%
CCCn1c(SCC(=O)Nc2cc(Cl)ccc2OC)n[nH]c1=O,6,-13%,-17%,14,-10%,-1%,2%,-10%,4%
Cc1nn(CC(C)C)c(=S)[nH]c1=O,0,-14%,-5%,-18,-16%,-2%,3%,0%,-3%
CCOC(=O)c1ncn2c1[C@@H]1CCNC1C(=O)c1cc(OC)ccc1-2 (stereo partly drawn),7,21%,-1%,-3,-4%,-1%,u,-11%,0%
CCN1CCN(Cc2ccc(NC(=O)c3ccc(C)c(NC(=O)c4cccc5[nH]ccc45)c3)cc2C(F)(F)F)CC1,-5&-12,u,u,-98*,u,u,3.3µM*,u,16µM*!
Cc1ccc(NS(=O)(=O)N(C)C)cc1,-13,10%,15%,29,9%,-3%,1%,9%,-1%
O=c1cc(CN2CCN(Cc3ccccc3)CC2)c2cc(Cl)ccc2o1,-5,-1%,3%,20,-6%,3%,-4%,-9%,6%
CC(C)C(=O)Nc1cccc(C(=O)NCc2ccc3c(c2)OCO3)c1,4,-2%,-13%,7,1%,10%,-1%,-7%,-10%
C[C@@H]1CN([C@@H](C)CO)C(=O)c2cc(NC(=O)Nc3cccc4ccccc34)ccc2O[C@@H](C)CCCCO[C@H]1CN(C)C(=O)c1ccccc1,3,5%,-3%,37,-19%,x,x,18%,0%
COc1cc(CN2CCN(S(=O)(=O)c3ccc(F)cc3)CC2)cc(OC)c1OC,3&-3,23%,19%,11,1%&-14%,u,u,-13%&0%,-8%&-2%
COc1ccccc1/C=C/c1onc(C)c1S(=O)(=O)N1CCC(C(=O)N2CCC(C)CC2)CC1,4,x,x,x,-9%,x,x,12%,6%
